BRCA1 expr up – increases BRCA1 expression; MCF7-BRCA1-FFLuc reporter, luminescence, 48 h; response scale: scaled: vehicle 0%, 10 µM genistein 100%; Potency, µM (series often up to 46.1 µM), for the others: top-dose activation, actives largely listed as activators; 1.1% of 380,000 active; AID 624202; active = well fitted activation curve with a large enough effect; inconclusive = small, poorly fitted or top-dose-only effect; inactive = no such curve, though single readings can be large or run the other way; also: nearly all actives have a fitted effect of over 80% in size; some results filed as inactive show a strong effect at the top dose
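Luminescence from a BRCA1-driven firefly luciferase in MCF7 cells was read after 48 h compound exposure at 37 C. Data normalized against DMSO and a 10microM genistein activation control, then curve-fitted across the titration.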
An asterisk follows results filed as active; ? = inconclusive. Potency is read from the fitted curve at half-maximal effect. This is a subset (hit frequency here may not be typical).

SMILES	BRCA1 expr up
Fc1cccc(Cc2c(-c3cccc(Cl)c3)nc3c(Cl)cc(C(F)(F)F)cn23)c1	16%
CCc1nc2ccc(C(=O)Nc3ccc(OC)c(OC)c3)cn2c1N(C)Cc1ccc(N(C)C)cc1	21%
COCOc1ccc(-c2ncc(OC)nc2NC(=O)c2cc(C)oc2C)cc1	8%
COc1ccc(CN(Cc2ccccc2)C(=O)COC(C)=O)cc1COc1ccc(NC(C)=O)cc1	-13%
c1ccc(-c2ccc3cnccc3n2)cc1	?
CC(OC(=O)c1ccc(S(C)(=O)=O)c([N+](=O)[O-])c1)C(=O)NC1C2CC3CC(C2)CC1C3 (configuration not stated)	-33%
COc1cccc(CNC(=O)c2ccc(CS(=O)Cc3ccccc3Cl)o2)c1 (configuration not stated)	1%
O=C(Nc1ccc2c(c1)[C@@H]1C[C@@H](CC(=O)N3CCOCC3)O[C@@H](CO)[C@@H]1O2)NC1CCCC1	0%
O=C(CN1C(=O)c2cccc([N+](=O)[O-])c2C1=O)N1CCc2ccccc2C1	-8%
O=C(Nc1nnc([C@H]2C[C@H](O)[C@@H](CO)O2)s1)NC(c1ccccc1)c1ccccc1	7%
C[C@H](CO)N1C[C@H](C)[C@H](CN(C)C(=O)C2CC2)OCc2cnnn2CCCC1=O	3%
Cc1cccc(C)c1NC(=O)C(c1ccccc1)N1CCN(C/C=C/c2ccccc2)CC1 (configuration not stated)	-2%
O=C(O)c1ccccc1-c1cccc2nncn12	17%
S=C(NCCCc1cnc[nH]1)NCCCN(Cc1ccccc1)c1ccc(Br)cn1	0%
CN1CCN(C(=O)c2ccc(-c3cnn(C)c3)c3ccoc23)CC1	7%
CC(C)C[C@H]1CNC(=O)C(=O)N1CC1CCN(CCc2ccccc2)CC1	14%
COC(=O)[C@@]1(Cc2ccc(F)cc2)[C@H]2c3cc(C(=O)N(C)C)n(CCCNc4ncc(C(F)(F)F)cc4Cl)c3C[C@H]2CN1C(=O)c1ccccc1	-39%
CC(C)(C)c1cc(NC(=O)C2(C)CCN2C(=O)C2(c3ccccc3)CC2)no1 (configuration not stated)	6%
OC(c1ccc(F)cc1)c1nc(-c2ccc(F)c(Cl)c2)cs1 (configuration not stated)	-13%
CCCCn1nnnc1C1(C)CCC(=O)N1Cc1cccs1 (configuration not stated)	21%
Cc1ccc(S(=O)(=O)N2CCN(c3nc(-c4cncs4)nc4ccccc34)CC2)cc1	0%
COc1cccc(CNC(=O)C2(C)CCCN2C(=O)C(C)C)c1 (configuration not stated)	79%
O=C(Nc1nnc([C@@H]2O[C@H](CO)[C@@H](O)[C@H]2O)s1)Nc1cccc2c1CCCC2	-7%
O=P(C(=S)Nc1ccccc1Cl)(c1ccccc1)c1ccccc1	5%

Reformatted in markdown: 14 of the compounds above.
| canonical_smiles | BRCA1 expr up |
| --- | --- |
| O=C(CN1C(=O)c2cccc([N+](=O)[O-])c2C1=O)N1CCc2ccccc2C1 | -8% |
| O=C(Nc1nnc([C@H]2C[C@H](O)[C@@H](CO)O2)s1)NC(c1ccccc1)c1ccccc1 | 7% |
| C[C@H](CO)N1C[C@H](C)[C@H](CN(C)C(=O)C2CC2)OCc2cnnn2CCCC1=O | 3% |
| Cc1cccc(C)c1NC(=O)C(c1ccccc1)N1CCN(C/C=C/c2ccccc2)CC1 (configuration not stated) | -2% |
| O=C(O)c1ccccc1-c1cccc2nncn12 | 17% |
| S=C(NCCCc1cnc[nH]1)NCCCN(Cc1ccccc1)c1ccc(Br)cn1 | 0% |
| CN1CCN(C(=O)c2ccc(-c3cnn(C)c3)c3ccoc23)CC1 | 7% |
| CC(C)C[C@H]1CNC(=O)C(=O)N1CC1CCN(CCc2ccccc2)CC1 | 14% |
| COC(=O)[C@@]1(Cc2ccc(F)cc2)[C@H]2c3cc(C(=O)N(C)C)n(CCCNc4ncc(C(F)(F)F)cc4Cl)c3C[C@H]2CN1C(=O)c1ccccc1 | -39% |
| CC(C)(C)c1cc(NC(=O)C2(C)CCN2C(=O)C2(c3ccccc3)CC2)no1 (configuration not stated) | 6% |
| OC(c1ccc(F)cc1)c1nc(-c2ccc(F)c(Cl)c2)cs1 (configuration not stated) | -13% |
| CCCCn1nnnc1C1(C)CCC(=O)N1Cc1cccs1 (configuration not stated) | 21% |
| Cc1ccc(S(=O)(=O)N2CCN(c3nc(-c4cncs4)nc4ccccc34)CC2)cc1 | 0% |
| COc1cccc(CNC(=O)C2(C)CCCN2C(=O)C(C)C)c1 (configuration not stated) | 79% |

The list continues.
SMILES	BRCA1 expr up
COc1ccccc1-c1cc(NC=O)c2ncc(-c3cccc(C(=O)N(C)C)c3)n2c1	-16%
COc1ccc(CN(C)[C@H]2C[C@H]3c4[nH]c5ccccc5c4CCN3C[C@H]2[C@H](C)O)cc1	-29%
C[C@H]1CN([C@@H](C)CO)C(=O)CCCn2nncc2CO[C@@H]1CN(C)C(=O)Nc1ccc(N2CCCCC2)cc1	3%
CC(C)(C)Cc1c(-c2ccc(Br)cc2)nc2ccc(Br)cn12	-34%
COc1cc(OC)nc(C(NC(=O)C2CCN(Cc3ccc(N(C)C)cc3)CC2)c2ccc(F)cc2)n1 (configuration not stated)	3%
CN1OC[C@@H]2CN(C(=S)NCCc3ccccc3)[C@H](c3ccccc3Br)C[C@@H]21	-1%
COc1cccc(S(=O)(=O)Nc2ccc3c(c2)[C@@H]2C[C@H](CC(=O)NCCc4ccccc4)O[C@H](CO)[C@@H]2O3)c1	-4%
Cc1ccc(S(=O)(=O)N2CC3(O)CN(C(=O)OC(C)C)N(C(=O)OC(C)C)CC3(OC(=O)Nc3c(C)noc3C)C2)cc1 (configuration not stated)	1%
O=C(Nc1ccncc1)c1cc(C2CCCCN2C(=O)CCc2ccccc2)on1 (configuration not stated)	14%
C[C@H]1COc2cccc(N3CCC[C@H]3CO)c2S(=O)(=O)N1	7%
Cc1ccccc1Nc1nc(N)[nH]c(=O)c1N=O	-9%
O=C(c1ccco1)N1CCN(C2CN(C3CCCC3)S(=O)(=O)C2)CC1 (configuration not stated)	18%
COc1ccc(N2CCN(C(=O)c3ccc4c(c3)NC(=O)C(CSCc3ccccc3F)N4)CC2)cc1 (configuration not stated)	-8%
Cc1c(C(=O)NCc2ccc3c(c2)OCCO3)sc(=O)n1Cc1ccccc1F	-14%
C#CCn1c2ccccc2c(=O)n1C(C)CBr (configuration not stated)	0%
CC(C)[C@@H]1Cc2[nH][nH]c(=O)c2[C@H](c2ccc(F)cc2)O1	8%
COC(=O)Cc1ccc(OC2(C)CCN(Cc3csc4ccccc34)C2)cc1 (configuration not stated)	6%
COC[C@@H]1CCCN1[C@H]1CS(=O)(=O)N[C@@H]1COCc1ccccc1	20%
COc1cc(-c2cnc3c(NC=O)cc(-c4ccsc4)cn23)cc(OC)c1OC	-67%
O=C(NCc1ccncc1)[C@@H]1CCCN1C(=O)[C@H]1CCCN1C(=O)c1cccc2ccccc12	-8%
COc1cccc(C=NN(C)c2c([N+](=O)[O-])cc(C(F)(F)F)cc2[N+](=O)[O-])c1O	-42%
CC(CNC(=O)[C@@H](Cc1ccccc1)NC(=O)CC[C@H]1O[C@@H](n2ccc(=O)[nH]c2=O)[C@H](O)[C@@H]1O)c1ccccc1 (some centres not stated)	10%
O=C(CC(Cl)(Cl)Cl)N1CCN(/[N+]([O-])=N/Oc2ccc([N+](=O)[O-])cc2[N+](=O)[O-])CC1	0%
O=C(Nc1ccc(F)c(F)c1)c1cnn2c1NC(=C1CC1)C=C2C(F)F	3%
C=C1C=C(C(F)F)n2ncc(C(=O)NC(C)CC)c2N1 (configuration not stated)	-7%
Cc1ccccc1C(=O)Nc1cccc(-c2nnc(SCC(=O)NCc3ccco3)n2C)c1	10%
Cc1ccc2c(c1)CO[C@@]21O[C@H](CCO)C[C@H](O)[C@H]1O	1%
COc1ccc(-c2nn3c(-c4cc(-c5ccccc5)n[nH]4)nnc3s2)cc1	-19%
Cc1ccc(S(=O)(=O)N2CCCN(c3nc(-c4cccs4)nc4ccccc34)CC2)cc1	-23%
O=C(Cc1ccc(OCc2ccccc2)cc1)NO	59%
NC(=O)c1ccc(NC(=O)COC(=O)c2ccccc2SCC(=O)N2CCCC2)cc1	3%
Cc1c(C(=O)NCc2ccc([N+](=O)[O-])cc2)sc(=O)n1Cc1ccc2c(c1)OCO2	-20%
CNc1cncc(-c2cccc(C(C)=O)c2)n1	77%
C[C@@H]1CN([C@@H](C)CO)C(=O)CCCn2cc(nn2)CO[C@H]1CN(C)S(=O)(=O)c1cccs1	-1%
CC(C)S(=O)(=O)N1CCCC(c2cc(C(=O)NCc3cccnc3)no2)C1 (configuration not stated)	39%
Cc1ccc(-c2nc(=N)sn2Cc2ccccc2)cc1	0%
NC(=O)c1csc(-c2ccc(CO)o2)n1	6%
CCOC(=O)C(CC1=CS(=O)(=O)c2ccc(Cl)cc21)(NC(C)=O)C(=O)OCC	-5%
CC1(C(=O)NC2CCCCC2)CCC(=O)N1C1CCN(Cc2ccccc2)CC1 (configuration not stated)	4%
CCOc1ccc2nc(S(=O)(=O)NC(=O)C3(C)CCN3C(=O)c3c(C)noc3C)sc2c1 (configuration not stated)	7%
COCCCNC(=O)CC[C@H]1O[C@@H](n2cnc3c(NC(=O)c4ccccc4)ncnc32)[C@H](O)[C@@H]1O	15%
CCNC(=O)C1CCCN(C(=O)c2ccc(OC)c(OC)c2)CC1 (configuration not stated)	5%
COc1ccc(C#Cc2cnc3c(c2)C(=O)N([C@H](C)CO)C[C@H](C)[C@@H](CN(C)C(=O)Nc2cccc(OC)c2)O3)cc1	-7%
CCCCOc1cccc2c(=O)n(CC(=O)Nc3ccc4c(c3)OCCO4)ccc12	25%
CC1=C(C(=O)N(C(C)C)C(C)C)CC(CC(=O)NCc2ccco2)C(=O)N1Cc1ccccc1 (configuration not stated)	6%
O=C(NCCCN1CCOCC1)C(=O)NCC1OCCN1S(=O)(=O)c1ccc(Cl)cc1 (configuration not stated)	14%
CCCCN1C(=O)C(CC(=O)NC2CCCCC2)CC(C(=O)N(CC)CC)=C1C (configuration not stated)	12%
COCCNC(=O)C1(C)CCCN(Cc2sc(C)nc2C)C1 (configuration not stated)	5%
Cc1c(C(=O)NCc2ccco2)sc(=O)n1Cc1ccc(S(C)(=O)=O)cc1	-2%
O=S1(=O)CC(N2CCCCC2)C1CN1CCCCC1 (configuration not stated)	-6%
COC(=O)C[C@H]1C[C@H]2c3cc(NC(=O)C4CCOCC4)ccc3O[C@H]2[C@H](CO)O1	7%
O=C(Nc1ccc(C(=O)N2CCCCC2)cc1)[C@H]1O[C@@H](n2ccc(=O)[nH]c2=O)[C@H](O)[C@@H]1O	17%
Cc1c(C(=O)Nc2cccc(Oc3ccccc3)c2)sc(=O)n1Cc1ccc(F)cc1	-36%
O=C(/C=C/[C@H]1O[C@@H](n2cnc3c(NC(=O)c4ccccc4)ncnc32)[C@H](O)[C@@H]1O)N[C@@H](CO)Cc1c[nH]c2ccccc12	6%
CCOC(=O)C1CCCN(C(=O)c2ccc(OC)c(OC)c2)CC1 (configuration not stated)	-1%
Cc1ccc(Cn2cc(CN3CC(N(C)C)CS3(=O)=O)nn2)cc1 (configuration not stated)	16%
CCOC(=O)[C@]12CCCC=C1N(Cc1ccc(Cl)cc1Cl)C(=O)[C@H](CC(=O)N1CCCCC1)C2	0%
CCC(CC)c1nnc(NC(=O)CSCc2c(C)noc2C)s1	-7%
Cc1c(C(=O)N2CCCCCC2(C)C(=O)NCC(C)C)oc2ccccc12 (configuration not stated)	1%
O=C1OCCC1=COCCCCCCOC=C1CCOC1=O	-60%
The listing continues.
SMILES	BRCA1 expr up
CCOc1ccccc1N(CC(=O)N1CCN(Cc2ccccc2)CC1)S(=O)(=O)c1ccccc1	-28%
NC(c1csc(Nc2ccccn2)n1)C1CCCCC1 (configuration not stated)	0%
O=S1(=O)CC(N2CCN(CCO)CC2)CN1Cc1cn(Cc2ccc(F)cc2)nn1 (configuration not stated)	5%
CC(=O)N1c2ccc(S(=O)(=O)NCCC(=O)Nc3ccc(Cl)cc3)cc2CC1C (configuration not stated)	-15%
N#Cc1ccc(Cl)cc1NC(=O)CN1C(=O)C(=O)N(CCC2=CCCCC2)C1=O	-4%
COc1ccc(C(=O)Oc2ccc(C)cc2)cc1S(=O)(=O)N1CCOCC1	-11%
OC(c1ccccc1)(c1nc(-c2cccc(C(F)(F)F)c2)cs1)C(F)(F)F (configuration not stated)	-30%
CCCCNC(=O)C1c2ccccc2OCC(=O)N1C1CC1 (configuration not stated)	18%
C[C@H]1CN(C2CCCCC2)C(=O)[C@@H]1CC(=O)Nc1ccc(Br)cc1	5%
CN(c1ccc([N+](=O)[O-])cc1)c1cc2c(c3c1ccn3C)C1CCC2C1 (configuration not stated)	6%
O=C(NC1CCCCCC1)C1CCC(CNS(=O)(=O)c2cccc3cccnc23)CC1 (configuration not stated)	10%
CN[C@H]1C[C@H]2c3[nH]c4ccc(-c5ccc(OC)cc5)cc4c3CCN2C(=O)[C@H]1[C@H](C)O	-71%
OC(c1ccc(Cl)cc1)c1ncc(-c2cccc(C(F)(F)F)c2)[nH]1 (configuration not stated)	-49%
CCN(CC)c1ccc(/C=C/c2sc3ccccc3[n+]2CCCCI)cc1	-52%
Cc1c(NC(=O)COC(=O)/C=C/c2cccc(F)c2)c(=O)n(-c2ccccc2)n1C	5%
C[C@@H]1CCCCO[C@@H](CN(C)C(=O)Cc2ccccc2)[C@@H](C)CN([C@H](C)CO)C(=O)c2cc(NC(=O)C3CCCCC3)ccc2O1	1%
O=C(Nc1ccc2c(c1)OCO2)c1cc(C2CCCCN2C(=O)CCc2ccccc2)on1 (configuration not stated)	-18%
O=C(NC(c1ccc(-c2ccccc2)cc1)c1cnccn1)C1CCN(Cc2ccc3c(c2)OCO3)CC1 (configuration not stated)	-74%
CCOC(=O)[C@]12CCC=C1N(Cc1ccccc1)C(=O)[C@H](CC(=O)NCC13CC4CC(CC(C4)C1)C3)C2	-12%
